Pf Dd2 inh: Plasmodium falciparum Dd2 growth inhibition | AID 1347417 | Potency, µM (titrated, usually from 28.9 µM), for inactives: at the highest dose activity, negative = inhibition, usual class: inhibitors | P. falciparum Dd2 growth, SYBR Green, 72 h | 120,000 compounds, 4.3% hits; active = well fitted inhibition curve with a large enough effect; inconclusive = small, poorly fitted or top-dose-only effect; inactive = no such curve, though single readings can be large or run the other way;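 also: plate controls were DMSO vehicle for no effect and reference drug for full effect; nearly all actives have a fitted effect of over 65% in size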
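Readout: SYBR Green fluorescence, 485 nm excitation, 535 nm emission, after ~16 h lysis at 37C. Before that, Dd2-infected red cells (2.5% hematocrit) grew 72 h with compound, 29 uM top final concentration.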
An asterisk follows results filed as active; i = inactive; ? = inconclusive; [ ] = another dose, or the depositor's remark. Potency is read from the fitted curve at half-maximal effect. This is a subset, so the mix of outcomes need not match the whole.

molecule	Pf Dd2 inh
COc1ccc(C(=O)Nc2ccnn2C2CCN(C(=O)CN)CC2)cc1	11%
c1ccc(-c2cc3c(cn2)CN(Cc2c[nH]c4ccccc24)CCN3)cc1	7.9µM*
COc1ccc(OCC2(C)COc3ccc(C(=O)N4C[C@@H](C)O[C@@H](C)C4)cc3N2)cc1 (stereo partly drawn)	i
CCN(Cc1ccncc1)C(=O)CC1CCCN(c2cnn(CCOC)c(=O)c2)C1 (stereo not drawn)	-13%
CN(Cc1ccc(F)cc1)Cc1ccc(C(F)(F)F)cc1	-7%[44.1 µM]
Cc1ccsc1C(=O)N1CCC(c2nc(-c3ccccc3)no2)C1 (stereo not drawn)	61%[activator][5.79 µM]
COc1cccc(-c2nc3c(c(SCc4ccccc4Cl)n2)Cc2c(CO)cnc(C)c2O3)c1	2%
O=C(CCSCc1cnn(-c2ccccc2)c1-n1cccc1)NCc1ccccc1F	11%
O=C(Cn1nc2c(cc1=O)CCCC2)NCc1cccc(F)c1	9%
CCOC(=O)C1CCN(c2ncnc3c2nnn3C)CC1	i
COc1ccc(CNC(=O)C(=O)NCC(c2cccs2)S(=O)(=O)c2ccc(F)cc2)cc1 (stereo not drawn)	-2%
CN(Cc1ccccc1)c1cnn(Cc2noc(C3CC3)n2)c(=O)c1	-14%
CCOCCCn1c(=N)c(C(=O)NC2CCCC2)cc2c(=O)n3cccc(C)c3nc21	2.2µM*
O=C1O[C@@H]2CN(Cc3cnc[nH]3)C[C@@H]2N1CCc1ccc(F)cc1	-22%
Cc1ccc(NCc2cccn2-c2nnc(N3CCC(C(=O)NCc4ccc(F)cc4)CC3)s2)cc1	?
CCOc1ccc(C(=O)N2CCC(Cc3nc(-c4ccc(OC)cc4)no3)CC2)cc1OCC	8.9µM*
CCc1cccc(C)c1NS(=O)(=O)c1ccc2c(c1)NC(=O)C(C)C(=O)N2 (stereo not drawn)	i
CCNC(=O)N1CC2CC(C1)[C@H]1CCCC(=O)N1C2 (stereo partly drawn)	-23%
CC(C)Oc1cccc2c1c(NC(=O)c1cc(F)cc(C#N)c1)nn2C	-12%
Cc1cccc(Nc2nc(N)nc(CN3CCC4(CC3)OCCCC4O)n2)c1 (stereo not drawn)	-6%
CC(=O)c1ccc(NS(=O)(=O)c2ccc(-n3cccn3)cc2)cc1	2%
CCn1nnc2cc(C(=O)Nc3ccc(Br)cc3F)ccc21	15%
O=C(Nc1ccc(S(=O)(=O)N2CCCCC2c2cccnc2)cc1)c1ccc(F)cc1 (stereo not drawn)	?
COc1ccc(C(=O)N2CCN(C(=O)N3CC4CC(C3)[C@H]3CCCC(=O)N3C4)CC2)cn1 (stereo partly drawn)	-17%
Cc1ccc(OCc2nc(C3CCCCN3C(=O)c3ccncc3)no2)cc1 (stereo not drawn)	4%
COc1ccc(CN2CCC3(C2)C(=NC2CCCCC2)NC(=O)N3c2cccc(OC)c2)cc1 (stereo not drawn)	2.8µM*
NC(=O)[C@@H]1CN(Cc2ccccn2)C[C@H]1COc1ccccc1	?
CCOC(=O)C1(Cc2ccccc2F)CCCN(C(=O)c2ccc(-n3ccnc3)cc2)C1 (stereo not drawn)	i
O=C(c1ccccc1F)N1CCC(c2nc(C3CCOCC3)no2)C1 (stereo not drawn)	12%
COc1ccc(S(=O)(=O)N2CCOC[C@H](Oc3cccnc3)C2)cc1	-21%[44.1 µM]
COc1ccc2[nH]cc(CCNC(=O)Nc3cc(C)cc(C)c3)c2c1	i
CCOc1ccc(-c2cc(NC(=O)c3ccc(C)cc3)c(C(=O)OC)s2)cc1	3%

Arranged by SMILES length (highest first): 3 of the compounds above.
molecule	Pf Dd2 inh
COc1ccc(CN2CCC3(C2)C(=NC2CCCCC2)NC(=O)N3c2cccc(OC)c2)cc1 (stereo not drawn)	2.8µM*
CCOC(=O)C1(Cc2ccccc2F)CCCN(C(=O)c2ccc(-n3ccnc3)cc2)C1 (stereo not drawn)	i
COc1ccc2[nH]cc(CCNC(=O)Nc3cc(C)cc(C)c3)c2c1	i

Going on with the list.
molecule	Pf Dd2 inh
CN1CCc2[nH]nc(C(=O)N3CCC4(CC3)c3nc[nH]c3CCN4C)c2C1	-2%
Cc1ccc(CN2C(=O)NC3(CCCN(C(=O)c4cccc(Cl)c4)C3)C2=O)cc1 (stereo not drawn)	i
O=C(O)c1cn(Cc2ccc(F)cc2Cl)nn1	-11%
O=C1NC(C(=O)Nc2ccc3c(c2)OCCO3)Cn2cccc21 (stereo not drawn)	?
COc1ccc(OC)c2sc(N(Cc3cccnc3)C(C)=O)nc12	6%
Cc1cnccc1NCCn1ccnc1-c1cc2n(n1)CCCNC2	10%
COc1cc(CN(C(=O)COc2ccccc2)c2ccccn2)cc(OC)c1OC	16%
O=C(O)[C@H]1C[C@@H](C(=O)NCc2ccccn2)CN(CC2CC2)C1	12%
Cc1noc([C@@H]2CN(Cc3ccc4c(c3)CCO4)C[C@H]2CO)n1	13%
COc1ccccc1OC1(C(=O)O)CCN(c2cc(C)nc(C)c2)CC1	-4%
O=C(Nc1nnc(S(=O)(=O)N2CCc3ccccc32)s1)c1ccccc1	-2%
c1ccc(CCN2CCNc3cc(N4CCN(c5ccccn5)CC4)ncc3C2)cc1	?
CC1=NS(=O)(=O)N(Cc2ccccc2)C=C1C(=O)OCc1noc(C2CCCCC2)n1	-43%
COc1ccc(C(=O)N2CCC(c3n[nH]c(=O)n3Cc3ccc(F)cc3)CC2)cn1	i
CN1C(=O)C(CC(=O)NCC2CCN(Cc3ccc(F)cc3)CC2)=C2CCCCC21 (stereo not drawn)	5µM*
Cc1noc(C)c1C(=O)N1C[C@@H](CO)[C@H](c2ccncc2)C1	23%
CCOC(=O)c1c(S(=O)(=O)N2CCC(C(=O)Nc3ccc(C)cc3C)CC2)c(C)n(C)c1C	i
COc1ccccc1C(=O)OCc1cc(=O)n2nc(C(C)C)sc2n1	57%[activator]
CC(C)CCN1CCN2C(=O)NC[C@H]2C1	5%[76.6 µM]
CCCC1c2nccn2CCCN1C(=O)CCc1c(C)nn(C)c1C (stereo not drawn)	35%[activator]
Cc1ccc2c(c1)C(c1ccc(F)cc1)N(C(=O)c1ccc(OC(C)C)cc1)CC(=O)N2 (stereo not drawn)	-2%
COc1cc(NC(=O)c2cc(C3CC3)nc3c2c(C)nn3-c2ccccc2)cc(OC)c1	-13%
Cc1ccc(NC(=O)Cn2c(=O)c(-c3noc(C)n3)c3n(c2=O)CCCC3)c(Cl)c1	i
CCn1nc(C)c(CCN(C)C(=O)Cn2nc3n(c2=O)CCC(N)CC3)c1C (stereo not drawn)	i
CCCOc1ccc(C(=O)Nc2cccc(NC(=O)c3ccc(Cl)cc3Cl)c2)cc1	i
CC(C)N1CC2(C1)C(=O)N(CCCN1CCCC1=O)C(=O)[C@@H]1C[C@@H](O)CN12	20%[44.1 µM]
CCOC(=O)c1c(C)n(-c2ccccc2)c2ccc(OC(=O)c3cccc(OC)c3OC)cc12	?
Cc1ccc(C)c(OCC(=O)Nc2sc3c(c2C#N)CCCC3)c1C	i
CCn1nc(C)c(CNC(=O)C(c2ccc(F)cc2)N(C)C)c1C (stereo not drawn)	-22%
O=C1CCSc2ccc(S(=O)(=O)Nc3cccc(C(F)(F)F)c3)cc2N1	35%[activator]
Cc1nn(-c2ccccc2)c2sc(C(=O)Nc3ccc(Cl)cc3Cl)cc12	4%
Cc1c(CC(=O)N2CCOCC2)c2c(n1Cc1ccccc1F)CCCC2=O	-20%

The final six entries of the part before are carried over, then new ones follow:
molecule	Pf Dd2 inh
CCOC(=O)c1c(C)n(-c2ccccc2)c2ccc(OC(=O)c3cccc(OC)c3OC)cc12	?
Cc1ccc(C)c(OCC(=O)Nc2sc3c(c2C#N)CCCC3)c1C	i
CCn1nc(C)c(CNC(=O)C(c2ccc(F)cc2)N(C)C)c1C (stereo not drawn)	-22%
O=C1CCSc2ccc(S(=O)(=O)Nc3cccc(C(F)(F)F)c3)cc2N1	35%[activator]
Cc1nn(-c2ccccc2)c2sc(C(=O)Nc3ccc(Cl)cc3Cl)cc12	4%
Cc1c(CC(=O)N2CCOCC2)c2c(n1Cc1ccccc1F)CCCC2=O	-20%
CCCCS(=O)(=O)c1oc(-c2cccs2)nc1S(=O)(=O)c1ccccc1	10µM*
O=[S+]1([O-])NCC2(CCCN(Cc3ccc(C(F)(F)F)cc3)C2)Nc2ccccc21 (stereo not drawn)	?
COCCCNC(=O)c1cc(C)nc2onc(C3CCCNC3)c12 (stereo not drawn)	12%
COc1cccc(C(=O)N2CCCC(Cc3noc(-c4ccncc4)n3)C2)c1 (stereo not drawn)	?
Cc1c(CNC2CCCCC2)c(C(=O)O)c(C)n1Cc1cccc(Cl)c1	i
COCCc1noc(CN(C)c2cc(C3CC(O)C3)nc(C)n2)n1 (stereo not drawn)	5%
Cc1ccc2nc(N3CCN(c4cccc(C)c4C)CC3)c3nncn3c2c1	?
COc1cccc2c1Oc1ncccc1N(C(=O)Nc1ccc(F)c(Cl)c1)C2	?
CCCCC(Sc1nc2cc3c(cc2c(=O)n1CCCC(=O)NCc1ccc2c(c1)OCO2)OCO3)C(=O)OCC (stereo not drawn)	i
CN(C1CCSCC1)C1CCc2nn(C)c(=O)n2CC1 (stereo not drawn)	i
CCOC(=O)c1c(NC(=O)c2nc(S(C)(=O)=O)ncc2Cl)sc(C(C)=O)c1C	?
COc1ccc(CCNC(=O)CCCn2c(=O)c3cccn3c3ccccc32)cc1OC	-24%
CC1(CNCc2ccccc2)COc2ccc(C(=O)Nc3cccc(Cl)c3)cc2N1 (stereo not drawn)	?
COc1ccc(CCc2nc3nccc(-c4ccccn4)n3n2)cc1	-23%
COc1ccc(-c2ccc(CCC(=O)O)n2CC(=O)Nc2cccc(C(F)(F)F)c2)cc1	?
COCCNC(=O)C1(C)CCc2cnc(Nc3ccccc3)nc21 (stereo not drawn)	2%[44.1 µM]
N#Cc1ccc(C(=O)N2CCCCCCNC(=O)CC2)cc1	1%
O=C(COc1ccc(F)cc1)N1CC(Oc2ccc(-c3nc(-c4ccccc4)no3)cc2)C1	i[5.79 µM]
COCCn1c(=O)c2c(n1Cc1ccccc1)CN(Cc1ccc3[nH]ccc3c1)CC2	?
CCNc1ccc(-c2nc(-c3ccncc3)no2)cc1[N+](=O)[O-]	i
CC(C)(C)OC(=O)N1CC(Nc2ccccc2O)C1	?
CCOc1ccc(N(CC)S(=O)(=O)N2CCCC(C(=O)NCc3ccc(SC)cc3)C2)cc1 (stereo not drawn)	-23%
Cc1ccsc1C(=O)N1CCCC(c2noc(COc3ccccc3F)n2)C1 (stereo not drawn)	9%
CCOc1cccc(CN2C[C@@H]3C(=O)N(Cc4ccc5c(c4)OCO5)C(=O)[C@@H]3C2)c1	83%[activator]

Random excerpt: 3 entries already listed
molecule	Pf Dd2 inh
CC(C)(C)OC(=O)N1CC(Nc2ccccc2O)C1	?
CCNc1ccc(-c2nc(-c3ccncc3)no2)cc1[N+](=O)[O-]	i
CCOc1cccc(CN2C[C@@H]3C(=O)N(Cc4ccc5c(c4)OCO5)C(=O)[C@@H]3C2)c1	83%[activator]

The listing continues.
molecule	Pf Dd2 inh
Cc1nc2c(c(-c3ccc(Cl)cc3)n1)CCN(C(=O)c1ccccc1F)CC2	-15%
O=C(c1ccoc1)N1CCN(c2nnc3ccccn23)CC1	-7%
COc1cc(CN(C(=O)COc2ccc(Cl)cc2)c2ccccn2)cc(OC)c1OC	-12%
CN(C)C(=O)c1cccnc1CCC1COc2ccccc2O1 (stereo not drawn)	-1%
Cn1cc(CN2C[C@@H]3C[C@H](C2)c2ccc(NC(=O)c4cccs4)c(=O)n2C3)c2ccccc21	7.9µM*
CC(=O)N1CCN(C(=O)c2ccc(-c3ncc4cnc(-c5cccc(F)c5)cn34)cc2)CC1	i
Cc1cc(CN(C)C(C)c2cccs2)no1 (stereo not drawn)	4%[44.1 µM]
CC(C)CC1=NC2(CCN(C(=O)c3cccc(N(C)C)c3)CC2)C(=O)N1	-2%
Fc1ccc(-c2cc(CC3(NCc4ccc(OC(F)(F)F)cc4)COC3)no2)cc1	-7%[44.1 µM]
COc1cc(C(=O)N2CCN(c3cc(-c4cccs4)[nH]n3)CC2)cc(OC)c1OC	i
O=C1CCNCCCCCCN1	-4%
CCc1nc(C)sc1C(=O)N1CCCC(c2[nH]ncc2-c2ccccc2)C1 (stereo not drawn)	-7%
CC(NC(=O)C1(c2cccs2)CCOCC1)c1ccccc1 (stereo not drawn)	44%[activator]
Cc1nc(CN2C(=O)OC3(CCN(C(=O)c4scnc4C)CC3)C2(C)c2ccccc2)cs1 (stereo not drawn)	i
Cc1ccc(N(Cc2cccs2)C(=O)c2ccc(Br)o2)cc1	?
COc1ccccc1CNC(=O)C1CCC(CNS(=O)(=O)c2ccc3c(c2)CCCC(=O)N3)CC1 (stereo not drawn)	i
Cn1ccc(Nc2nccc3c(=O)cc(-c4cn[nH]c4)oc23)n1	?
COc1ccc(OC2CNC2)cc1	?
FC(F)(F)CN1C2CCC1CN(c1nccc(Nc3ccccc3Cl)n1)C2	8.9µM*
CCc1ccc(CN2CCC(Oc3ccc4ccccc4c3)(C(=O)O)CC2)nc1	0%
Cc1ccc(CNC(=O)c2ccc3c(O)c(S(=O)(=O)c4ccccc4)c(=O)[nH]c3c2)cc1	158%[activator][5.79 µM]
CCC(C)(C)C(=O)NCc1cc2c(nc1OC)CN(C1CCCC1)C2=O	-16%
O=C(c1ccoc1)N1CC(F)(F)C[C@H]1c1nc(-c2ccncc2)no1	-24%
Cc1cc(=O)c2cc(C(=O)Nc3ccc(F)cc3)ccc2[nH]1	?

Screens: PubChem BioAssay, National Center for Advancing Translational Sciences (NCATS)
